# NPSR antag – qHTS Assay for Antagonists of the Neuropeptide S Receptor: cAMP Signal Transduction | Q6W5P4 | CHO-NPSR cells, cAMP TR-FRET, antagonist mode | 220,000 compounds, 1% hits | Potency, µM (series often up to 38.3 µM), for inactives: top-dose activity change, negative = inhibition, most hits filed as inhibitors; note: potency is the fitted concentration of half-maximal effect; % is set by controls: 0 for no effect and ±100 for the full control effect; nearly all actives have a fitted effect of over 50% in size; many of its hits are not listed in these tables
# Target sequence (Q6W5P4 whole entry, looked up): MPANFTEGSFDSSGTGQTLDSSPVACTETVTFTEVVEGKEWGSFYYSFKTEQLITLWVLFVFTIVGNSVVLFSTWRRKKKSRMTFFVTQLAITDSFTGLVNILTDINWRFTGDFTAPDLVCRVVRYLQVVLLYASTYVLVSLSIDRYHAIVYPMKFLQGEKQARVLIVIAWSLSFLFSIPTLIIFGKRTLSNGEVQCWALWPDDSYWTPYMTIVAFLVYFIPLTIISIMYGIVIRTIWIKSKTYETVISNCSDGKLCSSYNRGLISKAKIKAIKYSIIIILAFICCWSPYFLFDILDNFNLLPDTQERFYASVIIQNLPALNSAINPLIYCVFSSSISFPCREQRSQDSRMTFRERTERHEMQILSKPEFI
# L3MBTL1 inh – qHTS Assay for the Inhibitors of L3MBTL1. Lethal(3)malignant brain tumor-like protein 1 (Homo sapiens), Q9Y468. AlphaScreen L3MBTL1–H3K9me1 peptide binding. Potency, µM (series often up to 57.1 µM), inactives show at the highest dose activity, negative = inhibition, most hits filed as inhibitors. 230,000 compounds, 0.66% hits; note: potency is the fitted concentration of half-maximal effect; % is set by controls: 0 for no effect and ±100 for the full control effect; nearly all actives have a fitted effect of over 60% in size
#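 AlphaScreen assay: L3MBTL1 (50 nM final) was preincubated 30 min at room temperature with biotinylated H3(1-15)K9me1 peptide (75 nM final), then 30 min with library compounds; streptavidin donor and nickel chelate acceptor beads (10 ug/mL final) added, 30 min dark.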
# CBFb RUNX1 block – qHTS Assay for Compounds Blocking the Interaction Between CBF-beta and RUNX1 for the Treatment of Acute Myeloid Leukemia; Runt-related transcription factor 1 (Homo sapiens) + Core-binding factor subunit beta …; AlphaScreen CBFb-His/RUNX1-biotin binding, biochemical; Potency, µM (top dose mostly 59.8 µM), for inactives: at the top dose activity, negative = inhibition, actives largely listed as inhibitors; 230,000 tested, under 10 active; AID 1477, 2009; note: % of control where 0% means no effect
# Target sequence (Q01196 whole entry, looked up): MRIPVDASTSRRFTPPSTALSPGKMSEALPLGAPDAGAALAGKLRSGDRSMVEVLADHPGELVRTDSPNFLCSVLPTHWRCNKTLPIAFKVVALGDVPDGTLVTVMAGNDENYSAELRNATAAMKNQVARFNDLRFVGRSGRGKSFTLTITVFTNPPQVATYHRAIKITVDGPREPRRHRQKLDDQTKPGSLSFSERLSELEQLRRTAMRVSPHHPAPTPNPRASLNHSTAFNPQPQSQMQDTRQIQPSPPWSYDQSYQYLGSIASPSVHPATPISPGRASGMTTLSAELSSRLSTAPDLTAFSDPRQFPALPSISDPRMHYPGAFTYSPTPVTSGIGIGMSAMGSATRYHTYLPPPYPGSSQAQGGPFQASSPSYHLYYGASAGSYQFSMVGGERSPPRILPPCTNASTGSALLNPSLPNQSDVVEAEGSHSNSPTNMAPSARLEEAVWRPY
# Target sequence (Q13951 whole entry, looked up): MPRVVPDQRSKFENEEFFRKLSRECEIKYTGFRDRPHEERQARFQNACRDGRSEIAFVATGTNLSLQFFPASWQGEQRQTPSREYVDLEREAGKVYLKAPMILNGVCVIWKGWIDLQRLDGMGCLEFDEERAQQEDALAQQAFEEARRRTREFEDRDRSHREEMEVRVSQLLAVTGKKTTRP
#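 Proteins preincubated together for 20 min at RT before compound addition; 15 min later, nickel and streptavidin beads were added and left 90 min prior to AlphaScreen measurement.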
# IMPase Li inh – qHTS Assay for Identifying the Cell-Membrane Permeable IMPase Inhibitors: Potentiation with Lithium; Potency, µM (highest dose often 59.4 µM), for inactives: top-dose activity, negative = IMPase inhibition, usual class: inhibitors; CHO-M1 cells, IP1 TR-FRET (IP-One), carbachol + lithium; 210,000 compounds, 0.35% hits;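 note: IP1 builds up when IMPase is blocked and the TR-FRET signal falls; potency is the fitted concentration of half-maximal effect; plate controls were basal vehicle for no effect and high inhibitor control for full effect; nearly all actives have a fitted effect of over 50% in size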
#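 Concentration–response in CHO-M1 cells, lithium-potentiated; 30 min at 37C. IP1 detected by competitive TR-FRET after 10 min lysis at RT. Hill-fitted AC50.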
# Epigenetic derep – Quantitative High-Throughput Screen for Regulators of Epigenetic Control. murine LDR cells, GFP reporter derepression, 30 h. Potency, µM (highest dose often 53.9 µM), inactives show at the top dose GFP activation, hits mostly activators. 280,000 compounds, 0.2% hits. AID 1865, 2009; note: potency is the fitted concentration of half-maximal effect; % of control where 0% means no effect; nearly all actives have a fitted effect of over 60% in size
#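 In this reporter-derepression format, murine cells bearing a silenced integrated CMV-GFP locus incubate with test compound (30 h, 37 C), then are washed and imaged; fluorescent objects of 20–120 um count as induced cells.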
# Luc counter – Counterscreen for Luciferase (Kinase-Glo TM) Inhibition. Kinase-Glo luciferase, ATP luminescence, 8 min. Potency, µM (highest dose often 38.3 µM), without a hit: at the highest dose activity change, negative = inhibition, hits mostly inhibitors. 200,000 compounds, 0.28% hits. AID 1379, 2008; note: potency is the fitted concentration of half-maximal effect; % is set by controls: 0 for no effect and ±100 for the full control effect; nearly all actives have a fitted effect of over 60% in size
#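 Light output from Kinase-Glo luciferase with luciferin and 10 uM ATP in 50 mM imidazole pH 7.2, KCl, MgCl2, Tween 20, BSA; compound pin-delivered, 8-min ambient incubation, then luminescence read.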
# HttQ103 aggreg – qHTS Multiplex Assay to Identify Dual Action Probes in a Cell Model of Huntington: Aggregate Formation (GFP). PC12 HttQ103-GFP aggregates, Acumen cytometry, 40 h. Potency, µM (top dose mostly 46.1 µM), inactives show top-dose activity change, negative = inhibition, actives largely listed as inhibitors. 220,000 compounds, 1.1% hits; note: potency is the fitted concentration of half-maximal effect; % is set by controls: 0 for no effect and ±100 for the full control effect; nearly all actives have a fitted effect of over 60% in size
#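 Read-out: GFP aggregate count by laser scanning cytometer (488 nm excitation, 500-530 nm emission, 1–25 µm objects >6 SD above background). Cells: PC12, inducible HTTex1-Q103-GFP, 100 nM tebufenozide; compounds titrated.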
# Active calls of the source: *; ? = inconclusive; . = no result given; & = joins results of further samples; [ ] = dose if it differs, or a comment. Calls come from the whole dose curve; as a rule, active = well fitted curve in the direction sought with a large enough effect; inconclusive = small, poorly fitted or top-dose-only effect, or another doubt; inactive = no such curve, though single readings can be large; an effect the other way counts as inactive or inconclusive. The list is partial; the hit share may differ from the screen's.
SMILES,NPSR antag,L3MBTL1 inh,CBFb RUNX1 block,IMPase Li inh,Epigenetic derep,Luc counter,HttQ103 aggreg
O=C(Nc1nnc(-c2ccccc2Cl)o1)c1cc2cc([N+](=O)[O-])ccc2s1,10%,-8%,-7%,-4%,0.0%,-1%,4%
COc1ccc(Cc2[nH]n3c(=O)cc(C)nc3c2-c2ccccc2)cc1,-22%,5%,-1%,14%,-3.2%,0%,-23%[9.22 µM]
CC1(OC(=O)CCc2ccccc2)C(=O)C=C2C=C(c3ccc(C#N)cc3)N(c3ccccc3)C=C2C1=O (stereo unspecified),-5%,.,?,1%,-6.3%,-4%[7.66 µM],-8%[9.22 µM]
O=S(=O)(NCc1cccnc1)c1ccc(Cl)s1,10%[46.1 µM],-3%,1%,-18%[38.3 µM],-0.9%,5%,15%
O=C(Nc1nc2ccc(F)cc2s1)C1CCN(S(=O)(=O)c2cc([N+](=O)[O-])ccc2Cl)CC1,-42%,28µM*,?,13%,0.0%,0%,?
Nc1nc(SCC(=O)Nc2ccccc2)[nH]c(=O)c1-c1ccccc1,0%[46.1 µM],.,2%,-10%[38.3 µM],-1.0%,-3%,-18%
Cc1ccc(S(=O)(=O)N2CCN(C(=O)c3cccs3)CC2)cc1,2%,13%,2%,8%,-0.2%,-2%,-6%[9.22 µM]
Cc1nn(-c2ccccc2)c2sc(C(=O)OCc3nnc(-c4ccccc4)o3)cc12,-13%[46.1 µM],.,3%,21%[38.3 µM],-0.4%,-4%,6%
O=C1c2cccc([N+](=O)[O-])c2C(=O)N1c1c[nH]c(=O)[nH]c1=O,15%,.,13%,1%,0.0%,1%,-10%
Cc1ccc(/C=N/N(C)C2=NS(=O)(=O)c3ccccc32)o1,-17%,-12%,10%,4%,-0.4%,-1%,4%
O=C(COC(=O)Cc1ccsc1)Nc1ccc(Cl)c(S(=O)(=O)N2CCOCC2)c1,13%,-7%,-14%,-2%,12%,-1%,1%
C(=C\c1ccc2ccccc2n1)/c1ccccc1,-43%,.,?,.,-7.1%,.,-6%[9.22 µM]
CCCn1c(NCc2ccco2)nc2c1c(=O)n(C)c(=O)n2C,1%[46.1 µM],?,-11%,5%,0.0%,0%,-25%
O=c1c2ccccc2ncn1-c1ccc(Cl)c(Cl)c1,-18%,11%[11.4 µM],1%,-1%,1.0%,4%,5%
CC(C)(C)N(NC(=O)c1ccccc1)C(=O)c1cccc(C(=O)N(NC(=O)c2ccccc2)C(C)(C)C)c1,-9%[46.1 µM],-2%,1%,-4%[38.3 µM],-1.4%,-2%,16%
COc1ccc(Cl)cc1S(=O)(=O)N1CCCC1,-5%[46.1 µM],.,0%,-11%[38.3 µM],-0.2%,17%,-1%
Cc1cc(=O)n(CC(C)C)c(O)c1C#N,0%[46.1 µM],-11%,-14%,12%[38.3 µM],-0.8%,2%,-7%
O=C(CCCc1cccs1)Nc1nc2c(s1)CCCC2,11%[46.1 µM],-10%,0%,14%[38.3 µM],-6.3%,-1%,0.028µM*
CCOC(=O)/C=C(/C)N1N=C(c2ccc(OC)cc2)CC1c1cccc([N+](=O)[O-])c1 (stereo unspecified),-17%,-14%,2%,-4%,8.4%,-1%,6%
c1coc(-c2cc(C3CCNCC3)[nH]n2)c1,7%,-15%,8%,9%,-2.1%,0%,3%
CC(C)CN(C)C(=O)CCc1nnc(Cc2ccc(-c3ccccc3)cc2)o1,6%,48%[activator],6%,.,-1.0%,.,?
CCOC(=O)c1ccccc1NC(=O)CC(C)CC(=O)O (stereo unspecified),-5%[46.1 µM],12%,7%,13%[38.3 µM],0.0%,1%,-2%
Cc1cc(=O)oc2cc(OCC(=O)OCC(=O)Nc3ccc4ccccc4c3)ccc12,15%,-2%,0%,6%,0.9%,-1%,10%
Cc1cc2nnc(SCCCCN3C(=O)c4ccccc4C3=O)n2c2ccccc12,-22%[46.1 µM],-7%,2%,1%[38.3 µM],-2.2%,-2%,5%
CCO[C@H]1OC(C(=O)Nc2ccccc2)=C[C@@H](c2coc3ccccc3c2=O)[C@@H]1CCCO,41%,4%,-3%,-7%,-0.5%,.,15%[9.22 µM]
COc1ccc(C2CC(O)(c3ccccc3)Oc3c(C)ccc(C)c32)cc1 (stereo unspecified),?,-2%,29%&19%,.,1.4%,.,18%[9.22 µM]
NC(=O)[C@H](Cc1cc2ccccc2s1)NC(=O)[C@@H]1CC2(CC(c3cccc(NC(=O)[C@@H]4CCC(=O)N4)c3)=NO2)CN1C(=O)/C=C/Sc1ccccc1 (stereo partly specified),-15%,-6%,?,0%,0.1%,1%,-1%
COCCCNC(=S)Nc1cccc(S(=O)(=O)NC2=NCCC2)c1,7%,12%,-4%,2%,-2.9%,0%,8%
Cc1ccc2nc(SCC(=O)NNC(=O)c3ccccc3)[nH]c2c1,24%,5%,1%,-5%,0.0%,2%,-7%
COc1cccc(OC)c1C(=O)OCC(=O)Nc1ccc(OC(F)(F)F)cc1,?,.,-22%,35%[activator][38.3 µM],-0.5%,-4%,-2%
COc1cc(OC)nc(NC(=O)COC(=O)c2cccc(Cl)c2)n1,12%,7%,0%,-2%,-1.4%,-1%,6%
Cc1ccc(SCC(=O)NC(C)(C)C)cc1,6%[46.1 µM],.,3%,-7%[38.3 µM],1.4%,-4%,-25%
O=C(COC(=O)COc1ccc(Br)cc1)Nc1cccnc1Cl,3%,6%,-10%,-11%,-1.5%,-2%,-2%
CCC(C)(C)c1nnc(NC(=O)c2cccc([N+](=O)[O-])c2)s1,-10%,3%,-17%,0%,-3.8%,3%,-13%
CCOC(=O)C1=C(O)CCn2c1nc1ccccc12,-9%[46.1 µM],-6%,-2%,1%[38.3 µM],0.0%,1%,-2%
Cc1ccc(S(=O)(=O)NNC(=O)Cc2cccn2C)cc1,6%,-8%,14%,4%,-0.1%,0%,1%
CCOc1cc2[nH]c(=O)n(CCCC(=O)N(C)Cc3ccccc3)c(=O)c2cc1OCC,-10%,8%,2%,12%,5.2%,0%,19%
O=C(CNS(=O)(=O)c1ccccc1)Nc1ccc2c(c1)OCO2,8%,6%,0%,4%,1.1%,0%,1%
CN(C)CCCNc1nc2sc3c(c2c(=O)n1CCc1ccccc1)CCCCC3,44%,-8%,2%,.,-0.3%,.,-6%[9.22 µM]
Cc1cc(OC(=O)c2ccccc2)c([N+](=O)[O-])c(=O)[nH]1,22%,.,9%,-7%,1.2%,3%,-11%
O=C(C1CCCCC1)N1CCN=C1SCc1cccc([N+](=O)[O-])c1,-31%,2%,-13%,0%,2.5%,0%,-17%
C/C(Cc1ccccc1)=N\NC(=O)CNC(=O)c1ccccc1O,32%,10%,4%,.,-0.9%,.,8%[9.22 µM]
O=c1oc2cc(Oc3ccc(C(F)(F)F)cc3[N+](=O)[O-])ccc2c2c1CCCC2,-7%[46.1 µM],2%,7%,-23%[38.3 µM],4.7%,0%,3%
O=C(CSc1nnc(-c2ccccc2)o1)NC1CCCCC1,-8%[46.1 µM],-4%,14%,17%[38.3 µM],2.0%,0%,-9%
CCN1CCN(CCOc2cccc(Oc3ccccc3)c2)CC1,4%,-6%,-1%,20%,0.0%,-3%,.
CCOc1ccc(-c2nnc(N)o2)cc1,-1%[46.1 µM],5%,1%,0%[38.3 µM],1.6%,-1%,0%
Cc1ccc(N=Nc2c(O)c3ccccc3[nH]c2=O)c(S(=O)(=O)N(C)C)c1,-20%,19%,-5%,0%,-3.0%,-2%[7.66 µM],4%[9.22 µM]
O=C(c1ccc(C#CC2(O)CCCCC2)cc1)N1CCN(C(c2ccccc2)c2ccccc2)CC1,?,.,-13%,14%[38.3 µM],-2.9%,2%,8%[9.22 µM]
O=C(Nc1ccc(S(=O)(=O)NCc2ccco2)cc1)C1CCCCC1,6%,-1%,3%,19%,-2.9%,2%,1%[9.22 µM]
COc1cc(C(=O)OCC2CC(c3ccccc3)=NO2)cc(OC)c1OC (stereo unspecified),-2%,0%,7%,17%,-0.6%,-4%,19%
CCCN(CCC)CCNC(=O)C1CCN(Cc2nc(-c3ccc(Cl)cc3)oc2C)CC1,5%[46.1 µM],9%,5%,17%[38.3 µM],-1.1%,1%,3%
Cc1ccc2ncnc(Oc3ncccc3NC(=O)C(C)(C)C)c2c1,-12%,10%,-1%,.,-0.1%,.,11%[9.22 µM]
CCN1/C(=C/c2ccc3cc(C)cc(C)c3[n+]2CC)Sc2cc(C)ccc21,-40%,-2%,?,11µM*,16µM*,-20%,?
O=c1cc(N2CCCCC2)nc2n1CCCS2,-11%[46.1 µM],3%,1%,2%[38.3 µM],-0.5%,-4%,24%[9.22 µM]
CCN(CC)CCN1C(=O)c2ccccc2NC1c1ccc(F)cc1 (stereo unspecified),-6%[46.1 µM],10%,12%,3%[38.3 µM],-1.2%,7%,7%
Cc1csc(NC(=O)CSc2nnnn2C)n1,2%[46.1 µM],-1%,8%,-8%,-1.0%,-2%,-4%
Cc1cc(C)c2c(SC(C)C)nc(N)nc2n1,4%,.,17%,.,-0.1%,.,-14%[9.22 µM]
Cn1cc(C(=O)OCC2CCN(CCNS(C)(=O)=O)CC2)c2ccccc21,?,.,1%,7%&8%,-1.2%&-1.1%,0%&-1%,.

# An excerpt of these results, with tabs:
compound	NPSR antag	L3MBTL1 inh	CBFb RUNX1 block	IMPase Li inh	Epigenetic derep	Luc counter	HttQ103 aggreg
Cc1ccc2ncnc(Oc3ncccc3NC(=O)C(C)(C)C)c2c1	-12%	10%	-1%	.	-0.1%	.	11%[9.22 µM]
CCN1/C(=C/c2ccc3cc(C)cc(C)c3[n+]2CC)Sc2cc(C)ccc21	-40%	-2%	?	11µM*	16µM*	-20%	?
O=c1cc(N2CCCCC2)nc2n1CCCS2	-11%[46.1 µM]	3%	1%	2%[38.3 µM]	-0.5%	-4%	24%[9.22 µM]
CCN(CC)CCN1C(=O)c2ccccc2NC1c1ccc(F)cc1 (stereo unspecified)	-6%[46.1 µM]	10%	12%	3%[38.3 µM]	-1.2%	7%	7%
Cc1csc(NC(=O)CSc2nnnn2C)n1	2%[46.1 µM]	-1%	8%	-8%	-1.0%	-2%	-4%
Cc1cc(C)c2c(SC(C)C)nc(N)nc2n1	4%	.	17%	.	-0.1%	.	-14%[9.22 µM]
